High-throughput results: PubChem BioAssay, several laboratories
Rab7 wt GTP bind = dog Rab7 wildtype GTP binding, inhibitors and activators; AID 758; GST-Rab7 beads, fluorescent GTP binding, flow cytometry; actives lie on both sides; untreated = 100%, excess cold GTP = 0%; GTP binding activity (percent of control), % at 10 µM; actives 0.055% (n = 190,000);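 active = fluorescent GTP binding to Rab7 beads changed by at least 20 points from the 100% baseline, either direction, mostly lower; inconclusive = compound itself probably fluorescent, or too few beads counted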;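 note: median green fluorescence of bound Bodipy-FL-GTP per Rab7 bead population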
Avidin bead fluor = avidin bead compound fluorescence profile. actives 0.38% (n = 220,000). Avidin beads, compound fluorescence 488/530 nm, flow cytometry; stronger effect = higher value. fluorescence (KMESF) at 10 µM; in the data active = fluorescence above about 47; note: inactives centre near 10
Rac1 wt GTP bind = human Rac1 wildtype GTP binding, inhibitors and activators; P63000; GST-Rac1 beads, fluorescent GTP binding, flow cytometry; actives lie on both sides; 0 = cold GTP competed, 100 = untreated; GTP binding activity (% of control), % at 10 µM; actives 0.27% (n = 190,000); AID 757;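 active = GTP binding activity at least 20 points away from the 100% control level, either lower or higher; inconclusive = compound flagged as likely green fluorescent, judged across all proteins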
Pf gamet viab = P. falciparum stage V gametocyte viability inhibition; actives 0.065% (n = 150,000); P. falciparum stage V gametocytes, ATP luminescence, 24 h; inhibition, % at 10.9 µM;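 active = inhibition above the mean plus 3 SD of compounds within the control limits, set per campaign, cut at about 38% in these data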;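 note: 0% = DMSO wells and 100% = medium only without gametocytes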
Rab2 wt GTP = changes GTP binding to wildtype dog Rab2A, up or down; AID 760; GTP binding activity, % at 10 µM; actives 0.19% (n = 190,000); GST-Rab2 wt beads, Bodipy-GTP binding, flow cytometry;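 active = GTP binding activity at least 20 points away from 100%, either lowered or raised; inconclusive = signal likely due to the compound's own green fluorescence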;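 note: 0% = beads with excess unlabeled GTP and 100% = no-compound control corrected for plate trend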
Mcl1-Bid inh = disrupts binding of human Mcl-1 to Bid peptide. TR-FRET Mcl-1/Bid-Dy647 peptide binding, 1536-well. inhibition, % at 21.7 µM. actives 0.97% (n = 220,000). AID 1021;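 active = compounds that cut the binding signal by more than half at the single screening dose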;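 note: His-tagged Mcl-1 with europium anti-His antibody binding Bid BH3 peptide; 0% = Mcl-1 plus peptide wells and 100% = peptide-only wells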
Target sequence (Q07820 whole entry, looked up): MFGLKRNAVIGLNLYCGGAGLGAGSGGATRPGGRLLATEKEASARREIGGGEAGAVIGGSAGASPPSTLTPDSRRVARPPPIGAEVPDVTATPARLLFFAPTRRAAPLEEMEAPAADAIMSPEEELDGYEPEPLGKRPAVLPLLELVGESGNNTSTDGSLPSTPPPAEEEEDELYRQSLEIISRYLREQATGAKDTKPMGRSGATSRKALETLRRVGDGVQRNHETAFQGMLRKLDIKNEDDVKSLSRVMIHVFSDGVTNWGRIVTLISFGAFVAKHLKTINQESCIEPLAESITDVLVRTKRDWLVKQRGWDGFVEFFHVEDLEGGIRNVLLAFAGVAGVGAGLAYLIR
HRas wt GTP = changes GTP binding to wildtype human HRas. P01112. GST-Ras wt beads, Bodipy-FL-GTP binding, flow cytometry; actives lie on both sides. GTP binding activity, % at 10 µM. actives 0.14% (n = 190,000). AID 759;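 active = GTP binding activity at least 20% away from the 100% baseline, either lowered as inhibitor or raised as activator; inconclusive = flagged as likely green fluorescent, judged across all proteins in the well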;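 note: 0% = unlabeled GTP competition control and 100% = no-compound control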
Target sequence (P01112 whole entry, looked up): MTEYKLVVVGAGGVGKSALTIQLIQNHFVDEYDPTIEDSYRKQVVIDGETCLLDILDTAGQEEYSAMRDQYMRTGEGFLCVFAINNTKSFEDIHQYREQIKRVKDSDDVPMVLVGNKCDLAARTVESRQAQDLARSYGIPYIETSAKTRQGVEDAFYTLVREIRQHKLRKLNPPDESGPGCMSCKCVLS
Bim-Mcl-1 = human Bim-Mcl-1 interaction inhibition; Q07820; Bead-based flow cytometry, Bim peptide-Mcl-1 binding; inhibition, % at 10 µM; actives 0.1% (n = 190,000); in the data active = inhibition above about 40%;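 note: 0% = no compound tracer wells and 100% = peptide blocker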
Rac1 act GTP bind = modulators of GTP binding to human Rac1 activated mutant | P63000 | GST-Rac1 activated beads, fluorescent GTP binding, flow cytometry; actives lie on both sides; 100% means binding = to untreated wells | percent activity (GTP binding), % at 10 µM | actives 0.11% (n = 190,000) | AID 764;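 active = GTP binding at least 20 percentage points away from the 100% baseline, in either direction, so actives lie on both sides; inconclusive = Compound likely fluorescent itself, or too few beads counted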
Mcl1 Noxa PPI = Mcl-1/Noxa interaction inhibition. actives 1.5% (n = 220,000). Q07820. TR-FRET Mcl-1/Noxa peptide binding, 2 h. inhibition, % at 21.7 µM;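 active = compounds that cut the protein-peptide binding signal by more than 50% relative to plate controls in a single-dose test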;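 note: His-tagged Mcl-1 with rhodamine Noxa BH3 peptide and terbium anti-His antibody; 0% = Mcl-1 plus Noxa peptide wells and 100% = peptide-only wells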
Cdc42 wt = human Cdc42 wildtype GTP binding change, either direction. percent activity (GTP binding), % at 10 µM. GST-Cdc42 beads, Bodipy-GTP binding, flow cytometry; actives lie on both sides. P60953. AID 761. actives 0.2% (n = 190,000);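 active = percent activity GTP binding at least 20 points away from the 100% baseline, either down as inhibitor or up as activator; inconclusive = compound flagged as likely green fluorescent from well-wide comparison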;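 note: median bead fluorescence of bound Bodipy-FL-GTP at 100 nM; 0% = excess unlabeled GTP control and 100% = no compound control; below 100% means less GTP binding so inhibitor and above means activator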
Target sequence (P60953 whole entry, looked up): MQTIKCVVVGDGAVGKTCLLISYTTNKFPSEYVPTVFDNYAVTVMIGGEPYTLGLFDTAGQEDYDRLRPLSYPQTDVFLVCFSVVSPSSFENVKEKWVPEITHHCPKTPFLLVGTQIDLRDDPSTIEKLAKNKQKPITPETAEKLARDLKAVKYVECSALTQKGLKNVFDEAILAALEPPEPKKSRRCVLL
* hit, by the source's call; ? = inconclusive; nt = not tested or not shown.

SMILES | Rab7 wt GTP bind | Avidin bead fluor | Rac1 wt GTP bind | Pf gamet viab | Rab2 wt GTP | Mcl1-Bid inh | HRas wt GTP | Bim-Mcl-1 | Rac1 act GTP bind | Mcl1 Noxa PPI | Cdc42 wt
CC(=O)c1c(C)nc(-c2ccc(Cl)cc2)nc1N=CN(C)C | 98 | 8 | 105 | 13 | 100 | 3 | 100 | -1 | 103 | 20 | 99
CC1(C)CC2(CCCN3C(=O)CSC32)CCS1 (centres undefined) | 98 | 13 | 105 | -32 | 105 | -59 | 106 | 14 | 101 | 16 | 106
Cc1ccc(OCCOCCn2cnc3ccccc3c2=O)c([N+](=O)[O-])c1 | 98 | 13 | 108 | 16 | 103 | -7 | 102 | -4 | 102 | 14 | 105
Cc1cccc(N2C(=O)N(c3ccccc3C)C3CS(=O)(=O)CC32)c1 (centres undefined) | 97 | 6 | 102 | nt | 100 | -17 | 100 | 1 | 99 | -14 | 102
Cc1cc(=O)n(-c2ccc(Cl)cc2)c(=O)[nH]1 | 98 | 7 | 101 | -18 | 95 | -39 | 99 | 0 | 97 | 13 | 97
Cc1nn(Cc2c(F)c(F)c(F)c(F)c2F)c(C)c1NC(=O)c1c([N+](=O)[O-])cnn1C | 97 | 9 | 99 | 5 | 96 | -35 | 98 | -1 | 96 | 2 | 99
Cc1ccccc1NC(=O)CC1SC(=O)N(c2ccccc2)C1=O (centres undefined) | 97 | 4 | 102 | nt | 102 | -31 | 101 | 0 | 102 | 16 | 100
CS(=O)(=O)N1CCN(C(=S)NCc2ccc(F)cc2)CC1 | 102 | 1 | 104 | nt | 101 | -17 | 100 | -5 | 99 | 9 | 102
O=C(c1ccc(COc2ccc(Cl)cc2)o1)N1CCN(Cc2ccc3c(c2)OCO3)CC1 | 97 | 20 | 100 | nt | 99 | 12 | 100 | 0 | 98 | -6 | 101
Cc1cc(C)n(-c2cccc3cccnc23)n1 | 103 | 14 | 103 | -3 | 102 | -2 | 100 | -8 | 97 | -9 | 98
O=C(Oc1ccccc1C(=S)N1CCCCC1)c1cc([N+](=O)[O-])cc([N+](=O)[O-])c1 | 92 | 6 | 104 | nt | 99 | -4 | 102 | -7 | 100 | 24 | 102
COc1ccc(-n2c3c(cc(C(=O)N4CCCCC4)c2=O)C(=O)CC(C)(C)C3)cc1 | 102 | 9 | 99 | nt | 100 | -33 | 102 | 2 | 98 | -15 | 101
COC(=O)c1ccccc1NC(=S)NC(=O)C1CCCCC1 | 110 | 5 | 108 | -3 | 108 | -61 | 106 | 0 | 102 | -10 | 106
CCOC(=O)/C=C/C(=O)OCC(=O)NCc1ccccc1 | 104 | 13 | 105 | -4 | 101 | -4 | 102 | 0 | 100 | 13 | 102
NS(=O)(=O)c1ccc(NC(=O)CSc2nc3ccccc3[nH]2)cc1 | 101 | 20 | 95 | 9 | 96 | -37 | 95 | -1 | 92 | -22 | 93
CC(C)NC(=O)N1CCOCCOCCN(C(=O)NC(C)C)CCOCCOCC1 | 97 | 8 | 103 | -7 | 98 | -20 | 99 | -4 | 97 | 2 | 100
Cc1ccc(Cl)c(OC(=O)Cn2cnc3c2c(=O)n(C)c(=O)n3C)c1 | 93 | 9 | 99 | 8 | 95 | -14 | 94 | 0 | 96 | 19 | 97
CCOc1cccc(/C=N/NC(=S)Nc2ccccc2[N+](=O)[O-])c1O | 102 | 8 | 95 | 12 | 94 | -26 | 96 | 2 | 95 | 2 | 92
Cc1nn(CC(O)CN2c3ccccc3Sc3ccccc32)c(C)c1Br (centres undefined) | 100 | 26 | 104 | 2 | 98 | -50 | 103 | -1 | 96 | -7 | 100
COc1ccc(N(CC(=O)NC(C)(C)C)C(=O)c2ccco2)cc1 | 100 | 23 | 97 | -26 | 99 | -80 | 99 | -3 | 97 | -2 | 105
Cc1cc(C)cc(N(CC(=O)N2CCC(C)CC2)S(C)(=O)=O)c1 | 104 | 15 | 106 | -33 | 101 | 6 | 100 | -3 | 97 | 12 | 103
c1ccc(-c2csc(N3CCc4ccccc4C3)n2)cc1 | 101 | 11 | 105 | 9 | 100 | -21 | 103 | 0 | 96 | -13 | 104
CCOCCCN(Cc1ccco1)C(=O)c1cc2c(=O)[nH]c3ccc(C)cc3c2s1 | 94 | 9 | 100 | nt | 94 | 0 | 96 | 0 | 98 | 12 | 95
CC1CCN(c2ccc(NC(=O)Cc3ccccc3)cc2)CC1 | 96 | 8 | 102 | 9 | 95 | -12 | 98 | 0 | 100 | 87* | 97
S=C(Nc1ccccc1)Nn1cnnc1 | 100 | 1 | 101 | 21 | 99 | -35 | 100 | -12 | 100 | -8 | 98
Cc1ccc(S(=O)(=O)CCc2nc3ccccc3[nH]2)cc1 | 95 | 14 | 100 | 14 | 92 | -42 | 96 | -4 | 97 | -162 | 95
CC(Oc1ccc(Cl)cc1Cl)C(=O)Nc1ccc(OCC(=O)O)cc1 (centres undefined) | 97 | 5 | 98 | 7 | 98 | -101 | 98 | 0 | 99 | 4 | 98
CCOC(=O)Nc1ccccc1C(=O)N1CCOCC1 | 104 | 10 | 104 | nt | 101 | -6 | 101 | 0 | 99 | 4 | 101
O=C(OCC(=O)N1CCCC1)c1ccc(S(=O)(=O)Nc2ccccc2)cc1 | 103 | 10 | 99 | -5 | 98 | -8 | 100 | 1 | 94 | 18 | 97
COc1cc(/C=N\NC(=O)C2CC3C=CC2C3)ccc1O (centres undefined) | 98 | 12 | 104 | -14 | 100 | -24 | 100 | 4 | 100 | 2 | 101
Cc1cc(S(=O)(=O)N(Cc2ccccc2)Cc2ccc(N(C)C)cc2)ccc1-n1cnnn1 | 104 | 36 | 111 | -13 | 104 | -9 | 102 | 0 | 100 | -8 | 104
COc1ccc(N=Cc2c(O)[nH]c3ccccc23)cc1OC | 95 | 7 | 97 | -21 | 95 | -72 | 96 | 2 | 98 | 19 | 96
COC(=O)CN(c1nc(C)cc(OC)n1)S(=O)(=O)c1ccccc1 | ? | 17 | ? | 13 | ? | -3 | ? | -8 | ? | -6 | ?
COC(=O)c1sc2nc(C)cc(-c3ccccc3)c2c1N | 103 | 11 | 105 | 1 | 102 | -24 | 102 | -5 | 102 | 8 | 103
CCOP(=O)(c1c(F)c(F)c(F)c(F)c1F)C1(O)CCCCC1 (centres undefined) | 99 | 12 | 100 | -3 | 97 | 1 | 98 | -3 | 99 | -12 | 97
CSc1ccc(CN2CCN(C3CCCC3)C(CCO)C2)cc1 (centres undefined) | 97 | 1 | 99 | nt | 97 | -33 | 97 | 0 | 97 | 1 | 98
Cc1ccc(-c2nnc(-n3nc(C)cc3C)c3ccccc23)cc1 | 105 | 19 | 101 | 10 | 96 | -29 | 100 | -3 | 99 | 2 | 99
Cc1noc(/C=C/N(C)C)c1S(=O)(=O)N1CCCC(C(=O)NC2CCCCC2)C1 (centres undefined) | 103 | 6 | 109 | nt | 103 | -17 | 103 | -2 | 96 | -7 | 103
CCOC(=O)CCSc1nc(-c2ccc3c(c2)OCO3)cc(C(F)(F)F)c1C#N | 101 | 21 | 95 | -8 | 95 | -18 | 99 | -1 | 94 | -3 | 102
C=CCNC(=S)N/N=C(\C)c1cccnc1 | 101 | 11 | 99 | 5 | 98 | -13 | 97 | -1 | 96 | -8 | 98
c1ccc2c(c1)nnn2-c1ncnc2sccc12 | 105 | 11 | 99 | -19 | 100 | -10 | 101 | -1 | 96 | -25 | 97
CS(=O)(=O)N(CC(=O)N1CCCC1)Cc1ccccc1 | 97 | 24 | 106 | -3 | 96 | -9 | 98 | -3 | 101 | 7 | 96
Cc1cc(/C=C(\C#N)C(=O)OCC(=O)Nc2ccc(OC(F)F)cc2)c(C)n1CC(C)C | 99 | 10 | 99 | nt | 98 | -39 | 98 | -3 | 98 | 5 | 98
COc1cc(CN(CCc2c(C)[nH]c3ccc(C)cc23)C(=S)NC(C)(C)C)cc(OC)c1OC | 98 | nt | 105 | nt | 103 | -10 | 103 | 0 | 102 | -2 | 103
Cc1ccc(NC(=O)CC2Oc3ccc(C)cc3NC2=O)cc1 (centres undefined) | 104 | 8 | 108 | nt | 103 | -28 | 105 | 0 | 101 | 4 | 105
c1ccc(-c2noc(CN3CCN(C(c4ccccc4)c4ccccc4)CC3)n2)cc1 | 92 | 13 | 87 | nt | 93 | -19 | 93 | -7 | 91 | nt | 92
CCN(CC(=O)Nc1c(F)cccc1F)C(=O)Cc1ccccc1 | 101 | 14 | 98 | -5 | 98 | -22 | 97 | -1 | 96 | 12 | 96
O=C(c1ccc2c(c1)N(Cc1ccc(F)cc1)C(=O)CS2)N1CCOCC1 | 98 | 14 | 101 | nt | 101 | -1 | 103 | -5 | 101 | 29 | 102
Cc1c(Cc2ccccc2)sc(/N=C/c2ccc3ccccc3c2)c1C(N)=O | 102 | 6 | 97 | nt | 102 | -16 | 100 | -6 | 99 | -6 | 97
COc1cc(-c2nnc(COc3ccc4ccccc4c3)o2)cc(OC)c1OC | 97 | 26 | 100 | 1 | 98 | -3 | 98 | -3 | 94 | 0 | 99
CCCCOC(=O)/C=C/c1c(C)[nH]c(=O)[nH]c1=O | 103 | 18 | 107 | 10 | 102 | 6 | 103 | -1 | 97 | 10 | 105
OCCNc1nc2ccccc2[nH]1 | 103 | 36 | 102 | 19 | 101 | -11 | 102 | -4 | 99 | -4 | 104
CCC1CCCCN1C(=O)CSc1nc2ccsc2c(=O)n1Cc1ccccc1 (centres undefined) | 101 | 9 | 106 | nt | 99 | -2 | 103 | 7 | 102 | 10 | 105
O=C(NC1CCc2ccccc21)c1cc(COc2ccc(F)cc2Cl)on1 (centres undefined) | 97 | 10 | 97 | -14 | 97 | 11 | 96 | -1 | 96 | 6 | 96
O=C(NC1CCCC1)C(c1ccsc1)N(C(=O)Cc1cccs1)c1ccc(F)cc1 (centres undefined) | 94 | 8 | 101 | nt | 96 | -8 | 95 | -3 | 97 | 5 | 98
O=C(c1cccc(Cl)c1)C1CCCN(C(=O)c2ccoc2)C1 (centres undefined) | 106 | 3 | 98 | -7 | 98 | -7 | 96 | -4 | 95 | -9 | 98
Cc1c(NS(=O)(=O)c2ccc(Cl)c(C(=O)OC(C)C(=O)N3CCOCC3)c2)c(=O)n(-c2ccccc2)n1C (centres undefined) | 95 | 27 | 89 | nt | 93 | -28 | 93 | 0 | 91 | 0 | 93
